D1 antagonist: Antagonist of Human D 1 Dopamine Receptor: qHTS; HEK293 TREx D1 cells, calcium flux, dopamine EC80; stronger effect = lower value; activity change, negative = inhibition, % at 10 µM; 360,000 compounds, 3.2% hits; D(1A) dopamine receptor (Homo sapiens), P21728; in the data active = activity change below about -30%; also: % is scaled to controls: 0 for no effect and ±100 for the full control effect
Target sequence (P21728 whole entry, looked up): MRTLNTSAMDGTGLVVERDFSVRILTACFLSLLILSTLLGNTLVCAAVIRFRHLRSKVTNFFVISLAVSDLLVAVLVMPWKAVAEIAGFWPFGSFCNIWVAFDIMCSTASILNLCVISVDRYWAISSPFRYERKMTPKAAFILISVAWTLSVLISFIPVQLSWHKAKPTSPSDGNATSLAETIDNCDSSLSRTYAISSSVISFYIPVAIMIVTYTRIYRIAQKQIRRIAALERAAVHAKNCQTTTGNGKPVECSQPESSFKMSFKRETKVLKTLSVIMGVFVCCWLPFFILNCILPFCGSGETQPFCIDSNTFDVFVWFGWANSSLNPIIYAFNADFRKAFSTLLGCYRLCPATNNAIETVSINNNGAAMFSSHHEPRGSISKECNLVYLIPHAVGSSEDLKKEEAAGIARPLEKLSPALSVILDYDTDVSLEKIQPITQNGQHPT
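Kinetic fluorescence of a calcium dye serves as the read-out. D1-expressing Hek293 Trex cells, induced overnight at 30 C, are exposed to compound for 180 s before an EC80 dopamine addition, then read 180 s further.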
D1 agonist: Allosteric Agonists of the Human D1 Dopamine Receptor: qHTS; HEK293 T-REx D1 cells, calcium flux, agonist mode; 360,000 compounds, 1% hits; AID 504660, 2011; D(1A) dopamine receptor (Homo sapiens), P21728; activation, % at 2 µM; in the data active = activation above about 30%; also: 0% is about no effect
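Inducible HEK293 T-REx D1 cells, force-coupled to calcium signalling, were plated at 4000 cells/well with tetracycline and held overnight at 30 C. After no-wash calcium dye loading, compound-evoked calcium rise over 180 s flagged agonists.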
Vif-APOBEC3F blk: qHTS for Inhibitors of Vif-A3F Interactions: qHTS. HeLa A3F-eYFP + Vif (tagged APOBEC3F with the HIV-1 protein that degrades it), YFP fluorescence increase. Potency, µM (top dose mostly 46.1 µM), for the others: at the highest dose activity, negative = active. 390,000 compounds, 0.2% hits. AID 602313, 2012; also: potency is read from the fitted curve at half-maximal effect; % of control where 0% means no effect; nearly all actives have a fitted effect of over 65% in size
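HeLa cells stably expressing Vif plus C-terminally eYFP-tagged A3F were seeded, incubated overnight at 37 deg C, dosed with compound, incubated overnight again at 37 deg C. Yellow fluorescence (Ex 488/Em 500-530) reported blocked Vif-mediated A3F-eYFP degradation.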
RXFP1 agonist: qHTS Assay for Agonists of the Relaxin Receptor RXFP1 | Relaxin receptor 1 (Homo sapiens), Q9HBX9 | HEK293T-RXFP1 cAMP TR-FRET, 30 min; response scale: percent of porcine relaxin response, buffer zero | Potency, µM (highest dose often 57.5 µM), for inactives: at the top dose activation, actives largely listed as activators | 370,000 compounds, 0.3% hits | AID 2676, 2010; also: potency is read from the fitted curve at half-maximal effect; % is scaled to controls: 0 for no effect and ±100 for the full control effect; nearly all actives have a fitted effect of over 60% in size; many of its hits are not listed in these tables
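HEK293T cells stably expressing RXFP1 were pretreated with the PDE4 inhibitor Ro 20174, exposed to compounds for 30 min at 37C, lysed, and cAMP was read by TR-FRET. Data normalized to buffer (basal) and 29 nM porcine relaxin (100%).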
Vif-A3G inh: qHTS for Inhibitors of Vif-A3G Interactions: qHTS. 410,000 compounds, 0.076% hits. Potency, µM (highest dose often 46.1 µM), for the others: top-dose activity, negative = active, actives largely listed as inhibitors. HeLa A3G-eYFP + Vif (tagged APOBEC3G with the HIV-1 protein that degrades it), YFP fluorescence, overnight. AID 602310, 2012;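 also: potency is read from the fitted curve at half-maximal effect; % is scaled to controls: 0 for no effect and ±100 for the full control effect; nearly all actives have a fitted effect of over 60% in size; hits raise eYFP signal because A3G escapes Vif-driven loss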
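HeLa cells stably expressing Vif and C-terminally eYFP-tagged A3G, seeded overnight at 37 deg C, then exposed to compound by pintool overnight at 37 deg C. Rise in yellow fluorescence (Ex 488/Em 500-530, Acumen) marks blocked Vif-driven A3G degradation.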
D2 potentiator: HTS Assay for Positive Allosteric Modulators of the Human D2 Dopamine Receptor: Primary Screen for Potentiators; D(2) dopamine receptor (Homo sapiens), P14416; HEK293 T-REx D2, calcium flux, EC20 dopamine potentiation; potentiation, % at 10 µM; 340,000 compounds, 0.34% hits;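 active = potentiation over 3 SD above the plate norm, cut at about 30% in these data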; also: 0% is about no effect
Target sequence (P14416 whole entry, looked up): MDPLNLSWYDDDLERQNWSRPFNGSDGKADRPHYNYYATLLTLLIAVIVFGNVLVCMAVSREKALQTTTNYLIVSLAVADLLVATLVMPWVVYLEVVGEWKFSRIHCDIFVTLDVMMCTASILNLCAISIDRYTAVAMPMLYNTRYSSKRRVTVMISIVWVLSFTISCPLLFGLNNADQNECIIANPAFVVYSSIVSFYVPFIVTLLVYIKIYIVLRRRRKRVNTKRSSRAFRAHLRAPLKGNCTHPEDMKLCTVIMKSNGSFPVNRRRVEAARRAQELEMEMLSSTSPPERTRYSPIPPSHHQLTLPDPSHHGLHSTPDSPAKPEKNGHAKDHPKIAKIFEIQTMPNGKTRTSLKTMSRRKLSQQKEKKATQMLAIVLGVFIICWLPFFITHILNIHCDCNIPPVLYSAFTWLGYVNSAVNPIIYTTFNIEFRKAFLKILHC
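Using a no-wash calcium dye in inducible, force-coupled HEK293 Trex cells expressing D2, we tracked fluorescence each second for 180 s after compound, then for 180 s after EC20 dopamine to detect augmented signalling.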
GRP78 ERSR act: qHTS for Inducers of the Endoplasmic Reticulum Stress Response (ERSR) in Human Glioma: qHTS | U87-MG GRP78 promoter luciferase reporter, 16 h | Potency, µM, inactives show at the top dose activation, usual class: activators | 420,000 compounds, 0.02% hits; also: potency is read from the fitted curve at half-maximal effect; series mostly up to about 76 µM; % of control where 0% means no effect; nearly all actives have a fitted effect of over 35% in size
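Stably transfected U87-MG glioma cells carrying a GRP78-based luciferase sensor; 16 h compound incubation. Luminescence end-point read 10 min after Bright-Glo addition at room temperature.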
RXFP1 antagonist: qHTS Assay for Antagonists of the Relaxin Receptor RXFP1; activity change, negative = inhibition, % at 57.5 µM; Relaxin receptor 1 (Homo sapiens), Q9HBX9; HEK293-RXFP1, relaxin-stimulated cAMP HTRF, 30 min; stronger effect = lower value; 350,000 compounds, 0.59% hits;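 active = activity change of -60% or lower, but not beyond a set lower limit; inconclusive = change between -60% and -40%, or beyond the set limit; inactive = change above -40%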; also: % is scaled to controls: 0 for no effect and ±100 for the full control effect
D1 potentiator: Potentiators of Human D1 Dopamine Receptor: qHTS; potentiation, % at 10 µM; AID 504651, 2011; 360,000 compounds, 0.036% hits; D(1A) dopamine receptor (Homo sapiens), P21728; HEK293 TREx D1 cells, calcium flux, dopamine EC20 potentiation; in the data active = potentiation above about 30%; also: 0% is about no effect
Active calls of the source: *; ? = inconclusive; . = no result given; & = joins results of further samples; ! = not active in a repeat. Unless noted, calls follow the shape of the dose curve; as a rule, active = well fitted curve in the direction sought with a large enough effect; inconclusive = small, poorly fitted or top-dose-only effect, or another doubt; inactive = no such curve, though single readings can be large; an effect the other way counts as inactive or inconclusive. Only part of the results is shown. The share of hits here may be higher or lower than overall.

SMILES | D1 antagonist | D1 agonist | Vif-APOBEC3F blk | RXFP1 agonist | Vif-A3G inh | D2 potentiator | GRP78 ERSR act | RXFP1 antagonist | D1 potentiator
O=C(CSc1nnc(NC(=O)C2CC(=O)N(c3ccc(F)cc3)C2)s1)NCc1ccco1 (stereo not drawn) | 12 | 2 | ? | 1.7% | -1% | -2 | -5% | -14 | -1
CCc1ccc(S(=O)(=O)Nc2ccc(-c3ccc(N4CCCC4)nn3)cc2)cc1 | -6 | -1 | -11% | 0.3% | 3% | 0 | 4% | -12 | 0
O=C(Nc1ccc(-c2nc3cc(NC(=O)c4ccc(Cl)cc4)ccc3o2)cc1)c1ccc(Cl)cc1 | 5 | 2 | -4% | 1.1% | 4% | 12 | -2% | . | -2
COc1cc(C(=O)Nc2ccc3c(c2)ncn3C(C)(C)C)cc(OC)c1OC | -13 | 3 | 6% | 0.2% | 1% | -3 | 5% | 0 | 2
COc1ccccc1NC(=S)NC12CN3CN(CN(C3)C1)C2 | -1 | -2 | -7% | -0.3% | -5% | . | -4% | -3 | 1
COc1ccc(C(=O)OCC(=O)NC2CC2)cc1OC | 13 | 0 | 2% | 0.3% | 2% | -9 | -2% | 8 | 6
CC(C)Cn1c(N)c(C(=O)NCCN2CCOCC2)c2nc3ccccc3nc21 | -16 | 7 | -14% | 0.1% | 2% | . | -3% | 7 | 1
CC(C)Cn1c(-c2csc(C(C)C)c2)n[nH]c1=S | -11 | 2 | 0% | 3.5% | -11% | . | -1% | -8 | -12
CCOC(=O)c1n[nH]c(=O)c2ccccc12 | 3 | 1 | 12% | 2.6% | 1% | 7 | -7% | 17 | 8
CC(=O)c1cccc(NC(=O)CSc2nnc3ccc(-c4ccc(C)cc4)nn23)c1 | . | 0 | -10% | 1.4% | -1% | . | -3% | 8 | -3
NC(=O)c1cc2cc(Br)ccc2oc1=NCc1ccccc1 | 12 | -3 | -5% | -0.2% | -2% | -1 | -2% | -4 | -4
Cc1ccc(OCC(=O)Nc2cccc(S(=O)(=O)N3CCCCC3)c2)c([N+](=O)[O-])n1 | -10 | 5 | 3% | 2.1% | 4% | 4 | -2% | 12 | -6

Exported with tabs: 3 of the compounds above
SMILES	D1 antagonist	D1 agonist	Vif-APOBEC3F blk	RXFP1 agonist	Vif-A3G inh	D2 potentiator	GRP78 ERSR act	RXFP1 antagonist	D1 potentiator
O=C(Nc1ccc(-c2nc3cc(NC(=O)c4ccc(Cl)cc4)ccc3o2)cc1)c1ccc(Cl)cc1	5	2	-4%	1.1%	4%	12	-2%	.	-2
COc1cc(C(=O)Nc2ccc3c(c2)ncn3C(C)(C)C)cc(OC)c1OC	-13	3	6%	0.2%	1%	-3	5%	0	2
CCOC(=O)c1n[nH]c(=O)c2ccccc12	3	1	12%	2.6%	1%	7	-7%	17	8

Further entries.
SMILES | D1 antagonist | D1 agonist | Vif-APOBEC3F blk | RXFP1 agonist | Vif-A3G inh | D2 potentiator | GRP78 ERSR act | RXFP1 antagonist | D1 potentiator
CC1=Nc2nc(N3CCCCC3)c(C#N)c3c4c(nc(c23)N1)N(c1ccc(C(C)C)cc1)C(=O)C4 | 9 | 2 | -2% | -0.8% | 1% | 4 | -4% | -11 | 9
O=C(CSc1nc2ccccc2s1)NNC(=S)Nc1ccc(Cl)cc1 | -10 | 0 | 6% | 1.0% | -3% | 5 | -5% | -10 | -1
CCCCCCCn1ccc(=N)cc1 | 5 | 2 | 3% | 3.1% | -2% | 10 | -10% | -10 | 3
O=C(CN1CCCC1)N1CCCc2ccccc21 | -2 | 0 | -36% | -1.0% | 2% | 3 | -4% | -13 | 4
Cc1cc(=O)[nH]c(SCC(=O)NCCOc2ccccc2)n1 | -5 | 1 | -7% | 2.4% | -3% | -5 | -5% | -15 | 4
CC(=O)N(c1ccc(Cl)cc1)c1nc(C)cc(C)c1C#N | 1 | 1 | 0% | 1.9% | 2% | 4 | -5% | -11 | -2
COc1ccc(Nc2nc(N3CCOCC3)nc(N3CCOCC3)n2)cc1 | 17 | 6 | 5% | 0.6% | -2% | 5 | -4% | 6 | 0
O=C(CNC(=O)c1cc2c(n(-c3ccccc3)c1=O)CCCC2=O)c1ccccc1 | 1 | 4 | -11% | -1.8% | -2% | -5 | 0% | -14 | 4
COc1ccc(C)cc1-n1nnnc1SC(C)C(=O)NC1CCCC1 (stereo not drawn) | . | . | -1% | . | 1% | . | -6% | 0 | .
COc1ccccc1CNC(=O)C(C)Sc1ccsc1[N+](=O)[O-] (stereo not drawn) | -11 | 1 | 0% | 4.2% | -1% | -3 | -2% | -27 | -7
CCc1ccc(-c2csc(NC(=O)C3=COCCO3)n2)cc1 | -21 | 0 | -3% | -1.2% | 4% | -5 | 4% | -17 | 3
CCN(CC)CCN(CC)Cc1ccccc1Br | -6 | 4 | 0% | -0.4% | 1% | -4 | -4% | 8 | -3
Cc1cc(Br)ccc1OCCOCCN1CCCC1 | -14 | 10 | 0% | 5.7% | 0% | -15 | 0% | 3 | -14
CN(CCOC(=O)c1ccc2c(c1)OCO2)C(C)(C)C | 2 | 4 | 0% | -1.0% | -3% | 1 | -4% | -2 | 5
C[C@@H](C(=O)Nc1cccnc1)n1c(=O)[nH]c2ccccc2c1=O | 1 | 3 | 2% | -2.5% | 0% | -6 | -1% | 6 | -4
O=C(Nc1ccc2c(c1)OCCO2)c1ccc(Br)s1 | -3 | 2 | 4% | 0.9% | -16% | -9 | -6% | . | -2
CC1CCCCN1C(=O)C(=O)c1cn(CC(=O)N2CCCC2)c2ccccc12 (stereo not drawn) | -18 | 3 | -7% | -5.7% | 0% | . | -1% | 4 | 1
CCCC(=O)Nc1cc(C(=O)O)ccc1S(=O)(=O)c1ccc(Cl)cc1 | 5 | 1 | -15% | 0.3% | 0% | -5 | -2% | -2 | -4
O=C(CCS(=O)(=O)Cc1ccccc1)N1CCc2ccccc2C1 | 4 | 0 | 0% | -1.0% | 4% | -8 | 1% | 1 | -6
COc1ccc(Cc2nc3ccc(S(=O)(=O)N4CCOCC4)cc3[nH]2)cc1OC | 16 | -1 | 3% | 2.3% | -1% | 29 | -2% | -7 | -1
O=C(Nc1nc(-c2ccccc2)cs1)C1CCCO1 (stereo not drawn) | -18 | 4 | 0% | 0.0% | -5% | 2 | 5% | 7 | 0
CCC(C(=O)Nc1nc(C)c(C)s1)c1ccccc1 (stereo not drawn) | 3 | 2 | 8% | -2.8% | -10% | 6 | -4% | 2 | 7
CCOC(=O)c1ccc(NC(=O)NCCc2ccccc2OC)cc1 | -3 | 4 | 1% | 1.6% | -5% | -7 | 1% | -1 | -3
COc1ccc(OC)c(NC(=O)c2c(NCc3sccc3C)sc3c2CCCCC3)c1 | 12 | 0 | -2% | 3.6% | -1% | -3 | 1% | -30 | -2
COc1ccc(OCC(=O)OCC(=O)NCc2ccc(F)cc2)cc1 | -18 | 1 | -9% | 0.1% | 0% | -9 | -3% | 2 | -3
CCOc1ccc(NS(=O)(=O)c2cc(Cl)ccc2OC)cc1 | 0 | 0 | -1% | -1.4% | -12% | . | -3% | -2 | 4
COc1cc(N2CCCC2)c(OC)cc1/C=C1/NC(=S)NC1=O | -35* | 183* | ? | 1.2% | ? | . | -3% | -9 | -2
O=S1c2ccccc2Oc2ccccc21 | . | . | -20% | . | 1% | . | -1% | -2 | .
COc1ccc(C(=O)N/N=C(\C)CC(=O)Nc2ccc(Cl)cn2)cc1 | -14 | 2 | -4% | -0.2% | 0% | -15 | 9% | -6 | 2
CCSC1=N/C(=C\c2cccnc2)C(=O)N1c1ccccc1 | -68* | 1 | -21% | -0.6% | -8% | 24 | -3% | -9 | -18
Cc1ccc(CCNC(=O)CCn2c(=O)c3cccn3c3ccc(F)cc32)cc1 | -4&4 | 6&-2 | ? | 0.9%&-2.5% | -9%&-4% | 2&1 | -7%&-7% | -5&-26 | -1&0
Cc1ccccc1NC(=O)c1cccc(C(F)(F)F)c1 | -3 | 2 | 16% | 0.4% | 0% | -15 | -1% | -12 | -5
COc1nnc(-c2ccc(C)c(S(=O)(=O)N(C)C)c2)c2ccccc12 | 32 | 8 | 0% | 0.6% | -4% | -16 | 0% | 2 | 1
COc1ccc(S(=O)(=O)NNC(=O)c2ccccc2-n2cccc2)cc1 | -61* | 1 | -8% | 0.1% | -2% | 8 | -2% | 7 | -5
O=C(COc1ccc(S(=O)(=O)NC2CCCC2)cc1)NCC1CCCO1 (stereo not drawn) | -6 | 0 | -20% | -0.9% | 11% | 12 | -6% | 9 | 0
COc1ccc(/C=N/NC(=O)CN(C2=NS(=O)(=O)c3ccccc32)c2ccccc2)cc1OC | -12 | 3 | -13% | 1.5% | -5% | 0 | -1% | -20 | -5
CCCCNC(=O)CSc1nc2cc3c(cc2c(=O)n1CCCC(=O)NCCc1ccc(OC)c(OC)c1)OCO3 | 2&-1 | 1&3 | -3%&3% | 0.9%&-0.4% | -1%&0% | -10 | -1%&0% | -76*! | 0&-1
CC1(C)C(=O)C2(CCCCC2)C(=O)OC1c1cccn1-c1ccc([N+](=O)[O-])cc1 (stereo not drawn) | 14 | 1 | 4% | -0.6% | 1% | 5 | 0% | 7 | -2
O=C(c1ccco1)n1nc(-c2ccc(Cl)cc2)nc1NCc1ccccc1 | -13 | 1 | -13% | 2.3% | -25% | -1 | 0% | -6 | 0
Cc1nc2sccn2c1-c1csc(NCc2ccccc2)n1 | -21 | 11 | 0% | 6.5% | -1% | 8 | 5% | -22 | -4
CCOC(=O)c1c(C)[nH]c(C)c1S(=O)(=O)N1CCCC(C(=O)NCc2ccccc2Cl)C1 (stereo not drawn) | -4 | 5 | 5% | -0.6% | 1% | 3 | -3% | . | -3
